M1 PAM – human M1 muscarinic receptor positive allosteric modulators, primary screen, CHO-K1 cells, Fluo-8 calcium fluorescence, 1536-well; activation, % at 3 µM; hit rate 0.088% among 360,000; AID 588819, 2011; Muscarinic acetylcholine receptor M1 (Homo sapiens), P11229; CHO-K1 hM1, ACh EC20; 0% = ACh EC20, 100% = maximal ACh; in the data active = activation above about 19%, passing the limit was not always enough
Target sequence (P11229 whole entry, looked up): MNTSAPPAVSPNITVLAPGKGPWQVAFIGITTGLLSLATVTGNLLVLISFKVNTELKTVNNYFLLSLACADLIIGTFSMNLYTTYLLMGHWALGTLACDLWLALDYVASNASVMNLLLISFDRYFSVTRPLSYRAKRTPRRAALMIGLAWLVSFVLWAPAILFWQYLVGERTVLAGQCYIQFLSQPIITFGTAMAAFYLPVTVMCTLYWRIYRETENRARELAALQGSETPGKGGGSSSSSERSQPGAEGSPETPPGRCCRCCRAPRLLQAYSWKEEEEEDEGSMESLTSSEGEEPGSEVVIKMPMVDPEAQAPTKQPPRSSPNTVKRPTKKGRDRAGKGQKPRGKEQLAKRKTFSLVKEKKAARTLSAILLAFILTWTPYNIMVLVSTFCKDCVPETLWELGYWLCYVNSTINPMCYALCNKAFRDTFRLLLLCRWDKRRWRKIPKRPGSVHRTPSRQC
OXTR potentiate – human OXTR potentiators, primary screen, fluorescence, CHO-OTR cells, Fluo-8 calcium; Oxytocin receptor (Homo sapiens), P30559; Fluo-8 calcium fluorescence, potentiator mode; 0% = oxytocin EC15, 100% = EC100; activation, % at 3 µM; hit rate 0.061% among 320,000; AID 2445, 2010;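 active = activation above that plate's cutoff, the mean activation of tested compounds plus 3 SD, cut at about 6.6% in these data, passing the limit was not always enough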;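 note: 100% uses oxytocin at 75 nM as the full agonist control; some results filed as inactive read as strong as hits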
Target sequence (P30559 whole entry, looked up): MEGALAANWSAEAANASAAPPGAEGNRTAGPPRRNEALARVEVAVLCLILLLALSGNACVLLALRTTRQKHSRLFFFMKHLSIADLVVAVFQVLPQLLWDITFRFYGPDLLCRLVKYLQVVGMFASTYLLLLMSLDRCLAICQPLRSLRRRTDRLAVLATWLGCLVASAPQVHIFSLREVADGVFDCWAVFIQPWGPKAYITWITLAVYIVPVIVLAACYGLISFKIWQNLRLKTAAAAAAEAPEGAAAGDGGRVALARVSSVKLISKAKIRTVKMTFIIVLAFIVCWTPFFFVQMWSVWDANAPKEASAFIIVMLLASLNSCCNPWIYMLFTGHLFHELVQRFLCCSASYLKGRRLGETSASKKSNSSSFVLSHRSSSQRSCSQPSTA
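Material: human OTR in CHO cells. Compound: 3.0 µM, one dose. Timing: compound 6 min at room temperature before oxytocin, 100 s read. Evaluation: % activation of max/min ratio relative to oxytocin controls. Replication: single well per compound, singlicate. Signal: Fluo-8 calcium dye fluorescence.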
CHO parental Ca – ATP-evoked calcium signal inhibitors, parental CHO, primary screen, counter-screen for OX1R antagonist project, cell-based, fluorescence, Fluo-8 calcium dye; parental CHO-K1, ATP-induced calcium, Fluo-8 fluorescence; inhibition, % at 5.6 µM; hit rate 0.63% among 330,000; AID 463079, 2010;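 active = inhibition above that plate's mean sample inhibition plus 3 SD, cut at about 26% in these data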;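 note: 0% = ATP-challenged DMSO wells and 100% = DMSO wells without ATP; some compounds past the cut are filed as inactive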
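Test system: untransfected parental CHO cell line. Compound: one dose, 5.6 µM nominal. Detection: intracellular calcium via Fluo-8 no-wash fluorescent dye. Measure: % inhibition. Benchmarks: ATP-challenged DMSO wells low, unchallenged DMSO wells high.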
M1 antag – human M1 muscarinic receptor antagonists, primary screen, CHO-K1 cells, Fluo-8 calcium fluorescence, 1536-well; Muscarinic acetylcholine receptor M1 (Homo sapiens), P11229; CHO-K1 hM1, ACh EC80 antagonist; inhibition, % at 3 µM; hit rate 1.3% among 360,000;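 active = percent inhibition above its own plate's cutoff, namely the mean of that plate's compound wells plus 3 SD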;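 note: peak over basal fluorescence ratio during 140 s after agonist addition; 0% = ACh EC80 plus DMSO and 100% = DMSO alone without agonist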
V1aR counter – agonists of human V1a receptor, primary screen, counter-screen for OXTR agonist project, fluorescence, CHO-V1R cells; Vasopressin V1a receptor (Homo sapiens), P37288; Fluo-8 calcium fluorescence, agonist mode; 0% DMSO, 100% 3 nM vasopressin; activation, % at 3 µM; hit rate 0.25% among 320,000; AID 2797, 2010;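 active = activation above the mean activation of all tested compounds plus 3 SD, per screening run, cut at about 20% in these data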;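 note: signal is peak over basal fluorescence ratio across a 100 second FLIPR read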
OXTR agonist – human OXTR agonists, primary screen, fluorescence, CHO-OTR cells, Fluo-8 calcium; Fluo-8 calcium fluorescence; normalized: DMSO 0%, oxytocin 100%; Oxytocin receptor (Homo sapiens), P30559; AID 2435, 2010; hit rate 0.32% among 320,000; activation, % at 3 µM;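 active = activation above the mean of all tested compounds plus 3 SD, cutoff set per screening run, cut at about 20% in these data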;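 note: peak over basal fluorescence ratio from a 100 s FLIPR kinetic read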
TAAR1 ag – human TAAR1 agonists, primary screen, Fluo-8 calcium fluorescence, CHO RD-HGA16 cells; hit rate 0.99% among 360,000; Trace amine-associated receptor 1 (Homo sapiens), Q96RJ0; vehicle wells 0%, saturating PEA agonist 100%; AID 624467, 2012; activation, % at 3 µM;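 active = activation above the mean activation of all test compounds in the run plus 3 SD, cut at about 38% in these data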
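System: CHO-derived RD-HGA16 cells with stable Gα16 and human TAAR1. Times: 17-24 h plating, Fluo-8 75 min 37 °C, 30 min RT. Measured by: calcium-sensitive Fluo-8 signal, excitation 470-495, emission 515-575 nm. Read-out basis: % activation relative to PEA EC100 response. Control set: DMSO and PEA EC100. Repeats: no replicates (n 1).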
TAAR1 antagonist – human TAAR1 antagonists, primary screen, Fluo-8 calcium fluorescence, CHO RD-HGA16 cells | Trace amine-associated receptor 1 (Homo sapiens), Q96RJ0 | antagonist | inhibition, % at 3 µM | hit rate 1.5% among 360,000;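 active = inhibition above a per-plate cutoff, the mean inhibition of test compounds on that plate plus 3 SD, cut at about 49% in these data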;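 note: 0% = DMSO plus EC80 beta-PEA response and 100% = DMSO alone without agonist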
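Assay system: RD-HGA16 CHO cells with stable hTAAR1 and Gα16 / Reagent: EC80 β-phenethylamine stimulus / Doses: 3 µM, single point / Timing: dye loading 75 min at 37 °C, then 30 min room temperature / Measured by: Fluo-8 intracellular calcium dye fluorescence, real-time kinetic reads / Controls: vehicle wells and EC80 agonist wells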
CHRM1 agonist – human M1 muscarinic receptor agonists, primary screen, Fluo-8 calcium fluorescence, CHO-K1 cells, HTS; hit rate 0.33% among 360,000; Muscarinic acetylcholine receptor M1 (Homo sapiens), P11229; activation, % at 3 µM; CHO-K1 hM1, agonist mode; 0% DMSO, 100% acetylcholine EC100;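 active = activation above the run's mean compound activation plus 3 SD, cut at about 16% in these data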;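 note: peak over basal fluorescence ratio within a 140 s kinetic read after compound addition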
* hit, by the source's call; . = not tested or not shown. An unsorted share of the library; any-hit rate near 3.7%.

The first 3 records as a preview:
# | SMILES | OXTR agonist | CHO parental Ca | CHRM1 agonist | V1aR counter | OXTR potentiate | M1 PAM | M1 antag | TAAR1 antagonist | TAAR1 ag
1 | CCN1C=C(Cc2ccc(F)cc2)C2=C(C1)C(c1ccc(F)cc1)C(C#N)=C(N)O2 (configuration not stated) | -2.5 | -24 | -5 | -1.1 | -12 | -5 | -4 | 19 | 6
2 | O=S1(=O)CC(N2CCC(Cc3ccccc3)CC2)CN1CCc1ccccc1 (configuration not stated) | . | . | 3 | . | . | -13 | 6 | -15 | 13
3 | CC(=O)OC(C(=O)NCc1ccc2c(c1)OCO2)c1ccccc1Cl (configuration not stated) | -1.3 | -16 | 4 | 1.1 | -8 | 6 | -6 | 12 | 7

All compounds of this part, from the start:
# | SMILES | OXTR agonist | CHO parental Ca | CHRM1 agonist | V1aR counter | OXTR potentiate | M1 PAM | M1 antag | TAAR1 antagonist | TAAR1 ag
1 | CCN1C=C(Cc2ccc(F)cc2)C2=C(C1)C(c1ccc(F)cc1)C(C#N)=C(N)O2 (configuration not stated) | -2.5 | -24 | -5 | -1.1 | -12 | -5 | -4 | 19 | 6
2 | O=S1(=O)CC(N2CCC(Cc3ccccc3)CC2)CN1CCc1ccccc1 (configuration not stated) | . | . | 3 | . | . | -13 | 6 | -15 | 13
3 | CC(=O)OC(C(=O)NCc1ccc2c(c1)OCO2)c1ccccc1Cl (configuration not stated) | -1.3 | -16 | 4 | 1.1 | -8 | 6 | -6 | 12 | 7
4 | Cc1ccc(Cl)cc1NC(=O)COC(=O)CSc1ccccc1 | -1.9 | -4 | -5 | -0.6 | 1 | 4 | -13 | -11 | 0
5 | COCCN(C(=O)c1ccc2c(c1)S(=O)(=O)N=C1CCCCCN12)c1c(N)n(CC(C)C)c(=O)[nH]c1=O | . | . | -2 | . | . | 16 | -16 | 1 | 3
6 | CS(=O)(=O)Nc1ccccc1C(=O)OCC(=O)N1CCC(c2ccccc2)=N1 | 7.3 | -4 | -6 | 7.0 | -7 | -5 | 9 | 8 | 14
7 | COc1ccc(C)cc1NC(=O)C1CC(=O)N(CCc2ccccc2)C1 (configuration not stated) | 0.3 | -22 | -3 | 0.6 | 4 | 6 | -6 | 8 | 0
8 | CCCSC1=C(C#N)C(c2cc(OC)ccc2OC)CC(=O)N1 (configuration not stated) | -0.6 | -6 | -2 | -0.6 | -2 | 6 | -10 | 1 | 1
9 | NS(=O)(=O)c1ccc(CCNC(=O)c2ccccc2F)cc1 | -0.2 | -5 | -4 | 0.0 | -3 | -6 | 8 | 0 | 2
10 | O=[N+]([O-])c1cccc(-c2nnc3ccccn23)c1 | -0.1 | 10 | . | 0.5 | 1 | . | . | . | .
11 | O=S(=O)(c1ccc(-c2nnco2)cc1)N1CCCCC1 | 0.7 | -4 | -3 | -0.6 | 2 | 11 | -11 | -6 | 1
12 | O=C(CCC1CC(=O)Nc2ccccc21)NCc1ccc(F)cc1 (configuration not stated) | -0.3 | -9 | -2 | 0.5 | -11 | -2 | 3 | 12 | 0
13 | Nc1ncnc2nc(Sc3ccc(Cl)cc3)[nH]c12 | 0.3 | 0 | -2 | 1.0 | -5 | 9 | -34 | 5 | 2
14 | COC(C(=O)Nc1ccc(F)cc1F)c1ccccc1 (configuration not stated) | -0.8 | -14 | -2 | -0.5 | 2 | 9 | -21 | -6 | 8
15 | COc1cc(NC(=O)c2cccnc2SC)cc(OC)c1OC | -1.8 | -8 | -8 | 0.6 | -15 | 6 | -7 | -8 | 6
16 | COc1ccc(C2=NN3C(=O)c4c(ccc(OC)c4OC)C3C2)cc1 (configuration not stated) | 0.6 | -14 | -3 | 0.2 | -6 | 0 | 3 | -30 | 14
17 | COC(=O)CCC(=O)OC1(C)C(=O)C2=CN(CCc3c[nH]c4ccccc34)C(c3ccc(OC)cc3)=CC2=C(Br)C1=O (configuration not stated) | -0.4 | -11 | -3 | -1.0 | -1 | 7 | -3 | . | .
18 | O=C(CN1C(=O)NC2(CCCC2)C1=O)Nc1ccc(F)c(F)c1F | 0.1 | -6 | -2 | 0.7 | -7 | 13 | -12 | 4 | 1
19 | O=C(O)CCCNS(=O)(=O)c1cccs1 | -0.6 | -4 | -3 | 0.9 | -10 | 8 | -11 | 0 | -1
20 | COc1ccccc1-c1nnn(CC#N)n1 | 0.9 | -4 | 0 | 0.9 | -2 | 0 | -15 | 11 | 12
21 | COC(=O)COc1cccc2c(=O)n(CC(=O)Nc3ccc4c(c3)OCCO4)ccc12 | -0.3 | -7 | 2 | -0.7 | -4 | 13 | -2 | 5 | 0
22 | O=C(O)CCC(=O)Nc1ccc(S(=O)(=O)Nc2nccs2)cc1 | -0.2 | -10 | -2 | 0.8 | 0 | -2 | -13 | -8 | 3
23 | Cc1ccc(NC(=O)c2nc3nccc(C)n3n2)cc1S(=O)(=O)N1CCCCC1 | 0.8 | -22 | -1 | 1.3 | -2 | 8 | -2 | 5 | 3
24 | COc1cc(/C=N/NC(=O)c2ccc(-n3cccc3)cc2)ccc1O | 0.1 | -7 | -4 | 0.3 | -5 | -5 | 2 | 34 | 4
25 | COC(=O)C1(C(C[N+](=O)[O-])c2ccc(C)cc2)C(=O)NCC1c1ccco1 (configuration not stated) | -1.3 | -26 | -6 | -0.4 | -6 | 4 | -1 | -11 | 1
26 | Cc1ccsc1C(=O)N1CCN(C(=O)c2ccco2)CC1 | 0.8 | 1 | -2 | 3.2 | -1 | 3 | -2 | -13 | 8
27 | CN(C)c1ccc(N/C=C/C(=O)c2ccccc2)cc1 | 0.6 | -17 | -4 | -0.3 | -7 | 6 | -4 | 25 | 5
28 | CCC/C(O)=C1\C(=O)CC(C)(C)CC1=NCCO | 2.0 | -17 | -3 | 1.1 | -4 | 7 | -7 | 5 | 6
29 | O=[N+]([O-])c1ccn(-c2nc(-c3ccccc3)cc(C(F)(F)F)n2)n1 | -2.5 | -21 | -5 | 0.3 | -2 | 6 | -4 | -6 | 50*
30 | COc1ccc(Cl)cc1NC(=O)C[n+]1cccc(C)c1 | 1.9 | -12 | -7 | 0.3 | -7 | 3 | -6 | 0 | 2
31 | CCn1cc(/C=N/NC(=O)COc2cccc3cccnc23)c2ccccc21 | -1.4 | -9 | -10 | 1.3 | 6 | 3 | -2 | 9 | 3
32 | COc1cc2cc(Oc3ccc4ccc(=O)oc4c3)c(=O)oc2cc1OC(=O)/C=C/c1ccccc1 | -0.1 | -4 | -1 | -0.4 | 1 | 15 | -11 | 6 | 7
33 | Cc1cccc(NS(=O)(=O)c2cc(OCC(N)=O)c(C)cc2Cl)c1 | 5.0 | -8 | 10 | 4.2 | -15 | 5 | -13 | 8 | 13
34 | O=C(OCC(=O)c1cccs1)c1ccc([N+](=O)[O-])o1 | 0.3 | -9 | -4 | 0.1 | -10 | -2 | 3 | -26 | 1
35 | Cc1cc(Cl)c2oc(C(=O)NC3CCC(O)CC3)c(C)c2c1 (configuration not stated) | -0.7 | -3 | -7 | 0.6 | -11 | 10 | -18 | -16 | -2
36 | COc1ccc(C(=O)COc2ccccc2C(=O)Nc2ccccc2)cc1 | 1.1 | -2 | -4 | 0.3 | -15 | 4 | -3 | 19 | 2
37 | Clc1cccc2sc(N3CCCCC3)nc12 | -1.5 | -10 | -6 | 2.3 | -5 | 4 | -11 | 1 | 6
38 | O=[N+]([O-])c1ccc(CSc2ccc(S(=O)(=O)N3CCCC3)cn2)cc1 | -0.6 | 4 | -4 | 2.5 | -11 | -15 | 15 | . | .
39 | CCOC(=O)CSc1nc2sc(C(=O)O)c(C)c2c(=O)[nH]1 | 0.1 | 5 | -4 | -0.7 | -5 | 2 | 0 | 14 | 0
40 | CCOc1ccc(NC(=O)c2ccc3c(c2)CCN3S(C)(=O)=O)cc1 | 4.4 | -7 | -3 | 3.1 | -6 | -2 | 3 | 30 | 12
41 | CNc1nc(Cl)nc(Nc2ccccc2)n1 | -1.5 | -6 | -9 | -1.2 | 7 | 7 | -5 | -7 | 15
42 | CCc1c(C)sc(NC(=S)N2CC(C)OC(C)C2)c1C(=O)OC (configuration not stated) | -2.0 | -29 | -12 | -0.9 | -4 | 0 | -5 | -24 | 5
43 | Cc1ccc(S(=O)(=O)NCCC(=O)N2CCC(C)CC2)cc1 | 0.0 | -15 | -2 | 0.3 | -2 | 2 | 4 | -18 | 2
44 | COc1cccc(C2=NOC(C(=O)NC(C)(C)C)C2)c1 (configuration not stated) | -0.4 | -12 | -4 | -1.1 | -1 | 1 | 2 | -4 | 2
45 | COc1ccc(CCNC(=O)C2CCCN(c3ncnc4c3nc3n4CCCCC3)C2)c(OC)c1 (configuration not stated) | -2.2 | -38 | -4 | -0.9 | -20 | 2 | -13 | 4 | 6
46 | COC(=O)CCC(=O)OC1(C)C(=O)C2=CN(CCN3CCOCC3)C(c3ccc(OC)cc3)=CC2=C(Br)C1=O (configuration not stated) | 0.7 | -20 | . | 2.3 | -5 | . | . | . | .
47 | O=c1cc(Cl)[nH]c(=O)n1Cc1ccccc1 | -0.6 | 15 | -2 | 0.0 | -9 | 2 | 0 | 1 | 0
48 | COc1ccccc1NC(=O)CN1C(=O)CSC(C)C1=O (configuration not stated) | 0.2 | -5 | -2 | -0.1 | 2 | 9 | -8 | 0 | 1
49 | Cc1ccccc1OCC(=O)NC(=S)Nc1ccc(N2CCOCC2)c(Cl)c1 | 1.6 | 1 | -2 | 3.6 | -9 | 2 | -22 | 33 | 11
50 | COCCCNC(=S)Nc1ccc(C)cc1[N+](=O)[O-] | 0.0 | -1 | -3 | -0.1 | -8 | 12 | -9 | 6 | 4
51 | COc1ccc(-c2nnc(SCC(=O)c3cccs3)n2-c2ccc(Cl)cc2)cc1 | 0.2 | -6 | -8 | 0.8 | -4 | -4 | 2 | 7 | 2
52 | COC(=O)c1ccccc1Nc1cc(C)nc2nc(C)nn12 | -0.9 | -18 | -7 | -0.8 | -10 | 1 | -4 | -7 | -1
